# ST2 inh = IL1RL1 inhibition; hit rate 2.3% among 78,000; inhibition, % for hits at 17 µM; AlphaLISA ST2-Fc/biotin-IL-33 interaction, 1 h; in the data active = inhibition above about 30%; inconclusive = mostly about 10% to 28%
# Target sequence (Q01638 whole entry, looked up): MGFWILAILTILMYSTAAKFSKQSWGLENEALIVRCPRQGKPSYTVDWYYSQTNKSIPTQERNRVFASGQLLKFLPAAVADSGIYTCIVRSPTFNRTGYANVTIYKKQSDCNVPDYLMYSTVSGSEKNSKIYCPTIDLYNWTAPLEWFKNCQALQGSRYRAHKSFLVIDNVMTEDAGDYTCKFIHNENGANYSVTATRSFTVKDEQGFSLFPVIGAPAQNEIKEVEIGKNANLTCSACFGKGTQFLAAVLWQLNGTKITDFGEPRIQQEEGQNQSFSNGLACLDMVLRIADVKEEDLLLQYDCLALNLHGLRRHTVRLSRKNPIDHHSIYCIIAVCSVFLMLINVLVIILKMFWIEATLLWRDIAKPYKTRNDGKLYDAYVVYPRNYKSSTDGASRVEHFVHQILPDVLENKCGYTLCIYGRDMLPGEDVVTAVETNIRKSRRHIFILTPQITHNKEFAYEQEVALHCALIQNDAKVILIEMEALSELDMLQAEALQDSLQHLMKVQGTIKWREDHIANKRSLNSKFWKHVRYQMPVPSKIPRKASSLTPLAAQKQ
# The depositor's hits bear a star; i = inactive; ? = inconclusive.
SMILES,ST2 inh
COc1ccc(-c2noc(CN3CCCN(c4ncccn4)CC3)n2)c(OC)c1OC,?
COc1ccc(-c2nc(CN3CCS(=O)(=O)CC3)c(C)o2)cc1OC,?
CCCCOc1ccc(S(=O)(=O)N(C)C)cc1,i
COc1ccc2c(c1)CCc1c(C(=O)N3CCCC3)noc1-2,i
CCn1c(=O)n(-c2ccc(C)c(C)c2)c2nc(-c3cccs3)nc(C(N)=O)c21,i
CC(=O)c1cccc(NS(=O)(=O)c2cc(Br)cc3c2N(C(=O)C2CC2)CC3)c1,i
Cn1c(N2CCOCC2)nc2cc(C(=O)Nc3cnc4n3CCCC4)ccc21,i
Oc1c(C(Nc2cccc(Cl)c2)c2ccccn2)ccc2cccnc12 (stereo not given),?
COc1cc(C(C2=C(O)CC(C)(C)CC2=O)C2C(=O)CC(C)(C)CC2=O)ccc1O (stereo not given),i
CC(=O)Nc1ccc(CN2C[C@H](O)C[C@H]2c2nc(-c3ccc(C(F)(F)F)cc3)no2)cc1,i
OC1CCN(Cc2ccc(-c3ccccc3)cc2)CC1,i
COc1ccc(C2CC(c3cccc(OC)c3)Nc3ncnn32)cc1 (stereo not given),i
CC(C)(C)N(CC#CC(O)(c1ccccc1)c1ccccc1)CCO,?
CN1CCN(C(=O)C2CNCCN2C(=O)c2ccc3ccccc3n2)CC1 (stereo not given),i
CC(C)(C)c1cc(CN2CCOC(CCc3ccccc3)C2)[nH]n1 (stereo not given),i
COc1ccc(C)cc1Nc1nc(-c2nnc(-c3ccc(C)cc3)o2)nc2ccccc12,?
CCOC(=O)c1oc2ccccc2c1NC(=O)COc1ccccc1,i
COCC(=O)N1CCCN(Cc2cc(C(C)C)no2)CC1,?
Cc1ccc(Nc2nc(C3(C)CC4(CC(C)OC4=O)C(=O)O3)cs2)cc1 (stereo not given),i
Cc1cccc(NC(c2cccnc2)c2ccc3ccc(C)nc3c2O)n1 (stereo not given),?
CN(Cc1ccccc1)C(=O)C[C@@H]1O[C@H](CNC(=O)C2CCCC2)[C@@H](O)[C@H]1O,i
COC(=O)c1ccccc1NC(=O)N1CCC(n2cc(C3CC3)nn2)CC1,i
COCc1[nH]nc2c1C(c1cc(OC)c(OC)cc1OC)C(C#N)=C(N)O2 (stereo not given),i
COc1ccccc1OCC(=O)Nc1sc2c(c1C(N)=O)CCCC2,i
CC(C)CCNC(=O)CCS(=O)(=O)c1cc(Br)cc2c1N(C(=O)C1CC1)CC2,i
# Carrying on.
SMILES,ST2 inh
COc1cc(CN2CCN(Cc3ccccc3)CC2)cc(OC)c1O,i
CCOc1ccccc1N1CCN(C2CC(=O)N(c3ccccc3)C2=O)CC1 (stereo not given),i
COc1ccccc1/C=C/C1=NC(=C\c2coc3ccccc3c2=O)/C(=O)O1,?
Cc1ccccc1NC(=O)CNC(=O)[C@@H]1C[C@@H](NC(=O)c2cccs2)CN1,i
C=CCN1C(=O)NC(=O)/C(=C/c2ccc(OCc3ccccc3F)c(OCC)c2)C1=O,?
O=C(Cn1c(NCCO)nc2ccccc21)c1ccc(Cl)c(Cl)c1,?
COc1cccc(C(=O)Nc2ccc(Cl)c(N3CCCS3(=O)=O)c2)c1,i
Cc1cccc(S(=O)(=O)N2CCSC2c2cccc(Cl)c2)c1 (stereo not given),i
COC(=O)CNc1c(-c2ccccn2)nc2cnccn12,i
O=C(c1ccccc1)N1Cc2[nH]cnc2C[C@H]1c1nc(-c2ccncc2)no1,i
CCCNC(=O)C1CCC(Cn2c(=O)c3sccc3n(CC(=O)Nc3ccc(C)cc3)c2=O)CC1 (stereo not given),?
CCc1ccccc1S(=O)(=O)N1CCN(c2cc(-c3cccc(OC)c3)ncn2)CC1,i
C=CCn1c(=N)n(CC(=O)OCC)c2ccccc21,i
O=C(Nc1ccc2c(c1)OCO2)c1cc2c(=O)oc3ccccc3c2s1,?
CCCS(=O)c1ccccc1 (stereo not given),i
CCc1ncc(C(=O)N(Cc2ccsc2)C2CCCC2)cn1,i
Cc1cnn(Cc2ccc(Cl)cc2)c1NC(=O)c1cc(-c2cnn(C)c2C)on1,?
O=C1CC(COCc2ccccc2)c2cnn(Cc3cccc(F)c3)c2N1 (stereo not given),i
O=C(CCc1ccccc1)NCc1cccc(CNC(=O)CCc2ccccc2)c1,?
COc1cc(OC)cc(C(=O)Nc2c3c(nn2-c2cccc(C)c2C)CS(=O)C3)c1 (stereo not given),i
Nc1ccc(CCC(=O)O)cc1,i
O=C(CSc1c2c(nc3cc(Cl)ccc13)CCCC2)NCc1ccco1,i
CC(COc1ccccc1)NCc1n[nH]c2c1CCCCC2 (stereo not given),i
COc1cccc2cc(C(=O)Nc3cc(C)ccn3)c(=O)oc12,?
Nc1cnc(-c2ccc(OC(F)(F)F)cc2)cn1,i

# A section from the list above, for reference:
SMILES,ST2 inh
C=CCn1c(=N)n(CC(=O)OCC)c2ccccc21,i
O=C(Nc1ccc2c(c1)OCO2)c1cc2c(=O)oc3ccccc3c2s1,?
CCCS(=O)c1ccccc1 (stereo not given),i
CCc1ncc(C(=O)N(Cc2ccsc2)C2CCCC2)cn1,i
Cc1cnn(Cc2ccc(Cl)cc2)c1NC(=O)c1cc(-c2cnn(C)c2C)on1,?
O=C1CC(COCc2ccccc2)c2cnn(Cc3cccc(F)c3)c2N1 (stereo not given),i
O=C(CCc1ccccc1)NCc1cccc(CNC(=O)CCc2ccccc2)c1,?

# Returning to the listing, repeating the two entries before the break.
SMILES,ST2 inh
COc1cccc2cc(C(=O)Nc3cc(C)ccn3)c(=O)oc12,?
Nc1cnc(-c2ccc(OC(F)(F)F)cc2)cn1,i
C=CCn1cc(C(=O)NCCCOC)c(=O)c2cc(S(=O)(=O)N3CCC(C)CC3)ccc21,i
O=C(CN1CCN(Cc2ccc(F)cc2)C1=O)NCc1cccs1,i
CCN1CCc2c(sc(NC(=O)C(C)C)c2-c2nc3ccccc3s2)C1,i
Cn1ccnc1-c1ccc(NCCn2ccc3ccccc32)nn1,i
Cc1ccc(Nc2cc(C)nc(N3CCN(S(=O)(=O)c4cc(C(C)C)ccc4C)CC3)n2)cc1,30%*
O=C(NCCc1ccccc1)c1cc2ccccc2o1,i
CS(=O)(=O)Nc1cc(-c2noc([C@@H]3CCCN3Cc3ccncc3)n2)ccn1,i
Cc1ccccc1CSc1nc2c([nH]c3ccccc32)c(=O)n1C,?
CCN1CCN(S(=O)(=O)c2ccc3[nH]c(=O)sc3c2)CC1,i
Cc1cc(C(=O)NCC2CCN(C)C2)c(NC(=O)C(C)(C)C)s1 (stereo not given),?
CC(=O)N1c2ccccc2C(C)(c2ccc(C)cc2)CC1(C)C (stereo not given),i
CCOc1ccc(C2C(C#N)=C(N)Oc3n[nH]c(C)c32)cc1 (stereo not given),i
NC(=O)Cn1cnc2c(cnn2-c2ccc(F)cc2)c1=O,i
O=C(O)c1cc(S(=O)(=O)Nc2ccccc2C(=O)O)ccc1O,i
CCC(C(=O)N1CCOc2c(O)cc(-c3cccnc3)cc2C1)n1cccc1 (stereo not given),?
O=C(c1cnc2ccccc2n1)N1CCn2c(nc3ccccc32)C1,i
Cc1c(C(=O)N2CCCCC2)oc2ccc(S(=O)(=O)N3CCCC3)cc12,i
CCCCOCC(O)CN1CCCCCC1 (stereo not given),i
COc1ccc(-n2ncc3c(Nc4ccc(C)c(Cl)c4)ncnc32)cc1,?
COc1ccc(Cn2c(CNC(=O)c3cc(OC)cc(OC)c3)nc3cccnc32)cc1,?
COc1ccc(N2CCCS2(=O)=O)cc1NC(=O)c1ccccc1C(F)(F)F,i
CCCCc1cn(CC2CCN(C(=O)c3cncc(C)c3)CC2)nn1,i
N#Cc1ccc(CSc2nnc3sc4ccccc4n23)cc1,i
O=C(NCc1ccccc1Cl)c1cccn2c(=O)c3sccc3nc12,i
O=C(Nc1ccccc1F)c1cc(-c2cccs2)nc2ccccc12,?

# Two compounds drawn at random from those above:
SMILES,ST2 inh
CCOc1ccc(C2C(C#N)=C(N)Oc3n[nH]c(C)c32)cc1 (stereo not given),i
COc1ccc(Cn2c(CNC(=O)c3cc(OC)cc(OC)c3)nc3cccnc32)cc1,?

# (next part)
SMILES,ST2 inh
COc1cc(NC(=O)c2sc3nc(-c4ccc(F)cc4)ccc3c2N)cc(OC)c1OC,i
COc1ccc(N(C)C(=O)CNS(=O)(=O)c2cccs2)c(OC)c1,i
CCCC(C)NC(=O)c1ccccc1F (stereo not given),i
CC1CCC(NC(=O)C2c3ccccc3C(=O)N2Cc2ccc3c(c2)OCO3)CC1 (stereo not given),i
OC1CCN([C@@H]2CCN(c3nc(-c4ccccc4)no3)C[C@H]2O)CC1,i
CSc1nc2c(c(=O)[nH]1)C(c1cccc(F)c1)C1=C(CC(C)(C)CC1=O)N2 (stereo not given),i
COc1ccc(C2=CSC3=NCCN23)cc1F,i
Cc1ccc(CCNC(=O)c2cccn3c(=O)c4c5c(sc4nc23)CCCC5)cc1,i
CNC(=O)C1CCC(Cn2c(=O)c3sccc3n(CC(=O)N3CCCC(C)C3)c2=O)CC1 (stereo not given),i
COc1ccc(C(=O)c2cccc([N+](=O)[O-])c2)cc1,i
Cc1ncsc1CCN(C)C(=O)c1cc(C2CC2)[nH]n1,?
O=C(c1ccc(-c2ccn[nH]2)cc1)N1CC[C@H](CO)[C@H](O)C1,?
CN(Cc1nc2ccc(Cl)cc2[nH]1)C(=O)c1cn(CC2CCCCC2)nn1,i
O=C(NC1CC1)c1cc2n(n1)CCCN(C(=O)Cc1noc3ccccc13)C2,i
CCNC(=O)c1c(NC(=O)c2ccccc2[N+](=O)[O-])sc2c1CCCC2,?
CCCNC(=O)C1CCC(Cn2c(=O)c3sccc3n(CC(=O)Nc3ccccc3C)c2=O)CC1 (stereo not given),i
CCCCn1c(CNC(C)=O)nc2ccccc21,i
Cc1cc(C)c(C#N)c(SC2CC(=O)N(c3ccccc3)C2=O)n1 (stereo not given),?
COc1ccccc1N=c1oc2ccc(Br)cc2cc1C(=O)NC(C)=O,i
CC1=C(C(=O)Nc2cccc(C)n2)C(c2ccccc2)C2=C(CC(C)(C)CC2=O)N1 (stereo not given),i
CC1CCN(C(=O)C2CCN(S(=O)(=O)c3cccs3)CC2)CC1,i
Cc1ccc(NS(=O)(=O)c2ccc(NS(=O)(=O)c3ccc4c(c3)OCCO4)cc2)c(C)c1,i
CC(NCC(=O)Nc1ccc(Cl)cc1F)c1nc(-c2ccccn2)no1 (stereo not given),?
CCc1cc(C(C)NCc2cn[nH]c2-c2ccc(F)cc2)on1 (stereo not given),i
CCC(C)NC(=O)c1ccc(-c2cccc3ccnn23)o1 (stereo not given),i
# Going on with the list:
SMILES,ST2 inh
CSc1ccc(-c2nc(CN(C)Cc3cnc(N)nc3)c(C)o2)cc1,i
C=CCSc1nc(-c2ccccc2)nc2c1CCCC2,i
CC(Oc1ccccc1)C(=O)NCc1ccc(Cl)cc1 (stereo not given),?
CCN1C(=O)c2cccc3c(S(=O)(=O)N4CCNCC4)ccc1c23,i
c1n[nH]c(SCCNC2CCN(c3ccc4c(c3)OCO4)CC2)n1,?
CN(c1ncccc1C(=O)N1CCC(N2CCCC2=O)CC1)C1CCCCC1,i
Cc1ccc(-c2ccc3cc[nH]c(=O)c3c2)c2cccnc12,i
OCCNc1ncnc2oc(-c3ccccc3)c(-c3ccccc3)c12,35%*
COC1=C(N2CCOCC2)C(=O)c2ccccc2C1=O,?
COCC1CCN(C(=O)C2CCC(=O)N(Cc3cccc(C(F)(F)F)c3)C2)CC1 (stereo not given),i
O=C(NC1CCCN(c2ncccn2)C1)c1c(F)cccc1Cl (stereo not given),i
Cc1ccc(C2=CC(c3ccccc3)=N/C(=C(\C#N)C(N)=O)N2)cc1,i
CC(C)Cn1nc(C(=O)NC2CCCC2)c2c1CCN(C(=O)c1cccc(N3CCCC3=O)c1)C2,i
CC1CN(Cc2nc3c(c(=O)[nH]c(=O)n3C)n2Cc2c(F)cccc2Cl)CC(C)O1 (stereo not given),?
CC(=O)c1c(C)n(-c2ccccc2)c2ccc(O)cc12,i
COCCNS(=O)(=O)c1ccc2c(c1)C(=O)c1cc(S(=O)(=O)NCCOC)ccc1-2,i
O=C(NCc1ccco1)c1ccc(F)cc1,?
O=C(Nc1nnc(Cc2c[nH]c3ccccc23)s1)c1ccccc1F,?
Cc1cc(CNCc2c(C(=O)N3CCCCCCC3)nc3ccc(Cl)cn23)nn1C,i
COCC(=O)N1CC[C@@H](CC(=O)O)[C@@H](CCN2CCN(c3cccc(C(F)(F)F)c3)CC2)C1,?
N#CC1=C(N)N(c2ccccc2F)C2=C(C(=O)CCC2)C1c1ccccc1 (stereo not given),?
CCC(=O)Nc1ccc(Br)cc1C(=O)O,i
COC(=O)[C@H](Cc1ccc(OC)cc1)NC(=O)[C@H]1CN(S(=O)(=O)c2ccccc2)CCN1C(=O)C1CCNCC1,i
O=C(Nc1ccc2c(c1)CN(C(=O)/C=C/c1cccs1)CC2)c1ccccn1,i
COc1ccccc1N=c1oc2c(OC)cccc2cc1C(N)=O,?

# Grouped by structure: those above containing a nitro group on carbon
SMILES,ST2 inh
COc1ccc(C(=O)c2cccc([N+](=O)[O-])c2)cc1,i
CCNC(=O)c1c(NC(=O)c2ccccc2[N+](=O)[O-])sc2c1CCCC2,?

# Other records follow:
SMILES,ST2 inh
COc1cccc(-c2ccc(NC(=O)C3CCCN(Cc4cccc(O)c4)C3)cc2)c1 (stereo not given),i
COc1ccc(C(C)=O)cc1CSc1cc(C)c2ccccc2n1,i
Cc1cc(S(=O)(=O)N2CCN(c3ccc(F)cc3)CC2)ccc1F,?
C#CC(C)(O)CCc1c(C)cc(OC)c(C)c1C (stereo not given),i
O=C(CCS(=O)(=O)c1ccc(Br)s1)Nc1ccc(Cl)cc1,i
CC#CC(=O)N(C)CC1CCCN(CCc2ccc(Cl)cc2)C1 (stereo not given),i
CC1CC(C)CN(C(=O)C(NS(=O)(=O)c2ccc3c(c2)oc(=O)n3C)C(C)C)C1 (stereo not given),i
COCCNC(=S)N[C@H]1C[C@H]2C(=O)NC[C@@H](CCC(=O)N3CCN(c4ccccn4)CC3)N2C1,i
O=C(/C=C/c1ccc(F)c(F)c1)NCC1CCC2(CCN(C(=O)Cc3ccccc3)CC2)O1 (stereo not given),?

# Some of the compounds tested. The share of hits here may be higher or lower than overall.
